Bioassay records deposited in PubChem by National Center for Advancing Translational Sciences (NCATS).
S2 tox: Viability Counterscreen for Primary qHTS for Inhibitors of ATXN expression | 400,000 compounds, 0.49% hits | S2 cells (HEK-293 line with an ATXN2-luciferase reporter) viability, CellTiter-Fluor protease fluorescence, 24 h | AID 651635, 2014 | Potency, µM (doses to about 56.7 µM), usual class: cytotoxic; further: potency means the concentration at half of the fitted maximal effect; nearly all actives have a fitted effect of over 40% in size
HepG2 viability: qHTS for Inhibitors of TGF-b: Cytotox Counterscreen. Potency, µM (doses to about 46.1 µM), without a hit: at the highest dose activity change, negative = cytotoxicity, most hits filed as cytotoxic. HepG2 CAGA-GFP viability, ATP luminescence, 18 h. 410,000 compounds, 0.76% hits; further: potency means the concentration at half of the fitted maximal effect; some results filed as inactive show a strong effect at the top dose
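HepG2 CAGA-GFP cells (1000/well, DMEM with 1% FBS) received compound, then TGF-beta at 500 pg/mL final, and were incubated 18 hours at 37 degrees C. Viability was read by CellTiter-Glo luminescence. Media-only wells were set as complete cell-killing and DMSO as no toxicity.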
Nrf2 ARE act: qHTS of Nrf2 Activators | AREc32 ARE-luciferase reporter (MCF7-derived line), luminescence, 24 h | Potency, µM (titrated, usually from 46.1 µM), for the others: at the highest dose activation, most hits filed as activators | 410,000 compounds, 0.31% hits; further: potency means the concentration at half of the fitted maximal effect; % of control where 0% means no effect; nearly all actives have a fitted effect of over 65% in size
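ARE-driven firefly luciferase activity in AREc32 cells measured after a 24 hr compound exposure at 37 deg C, using Steady-Glo reagent and a 30 min room-temperature hold.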
Nrf2 inh: Nrf2 qHTS screen for inhibitors; Potency, µM (titrated, usually from 46 µM), for inactives: at the top dose activity change, negative = inhibition, usual class: inhibitors; A549 ARE-Fluc reporter, luciferase luminescence, 18-24 h; 360,000 compounds, 2.1% hits; further: potency means the concentration at half of the fitted maximal effect; on the % scale 0 is the no-effect control and ±100 the full control effect; nearly all actives have a fitted effect of over 60% in size
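A549 ARE_Fluc cells, 5000/well, 5% FBS OPTI-MEM; compounds in dose-response, 18-24 h at 37 °C/5% CO2; CellTiter-Fluor viability read (Ex 405/Em 525), then BugLite luciferase luminescence = Nrf2 activity.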
EPAC2 agonist: qHTS for Agonist of cAMP-regulated guanine nucleotide exchange factor 4 (EPAC2): primary screen | Rap guanine nucleotide exchange factor 4 (Homo sapiens), Q8WZA2 | EPAC2 activation, biochemical qHTS; response scale: 100% = 6.5 mM cAMP response | Potency, µM (series often up to 154 µM), without a hit: at the top dose activation, actives largely listed as activators | 360,000 compounds, 0.079% hits; further: potency means the concentration at half of the fitted maximal effect; nearly all actives have a fitted effect of over 50% in size
Target sequence (Q8WZA2 whole entry, looked up): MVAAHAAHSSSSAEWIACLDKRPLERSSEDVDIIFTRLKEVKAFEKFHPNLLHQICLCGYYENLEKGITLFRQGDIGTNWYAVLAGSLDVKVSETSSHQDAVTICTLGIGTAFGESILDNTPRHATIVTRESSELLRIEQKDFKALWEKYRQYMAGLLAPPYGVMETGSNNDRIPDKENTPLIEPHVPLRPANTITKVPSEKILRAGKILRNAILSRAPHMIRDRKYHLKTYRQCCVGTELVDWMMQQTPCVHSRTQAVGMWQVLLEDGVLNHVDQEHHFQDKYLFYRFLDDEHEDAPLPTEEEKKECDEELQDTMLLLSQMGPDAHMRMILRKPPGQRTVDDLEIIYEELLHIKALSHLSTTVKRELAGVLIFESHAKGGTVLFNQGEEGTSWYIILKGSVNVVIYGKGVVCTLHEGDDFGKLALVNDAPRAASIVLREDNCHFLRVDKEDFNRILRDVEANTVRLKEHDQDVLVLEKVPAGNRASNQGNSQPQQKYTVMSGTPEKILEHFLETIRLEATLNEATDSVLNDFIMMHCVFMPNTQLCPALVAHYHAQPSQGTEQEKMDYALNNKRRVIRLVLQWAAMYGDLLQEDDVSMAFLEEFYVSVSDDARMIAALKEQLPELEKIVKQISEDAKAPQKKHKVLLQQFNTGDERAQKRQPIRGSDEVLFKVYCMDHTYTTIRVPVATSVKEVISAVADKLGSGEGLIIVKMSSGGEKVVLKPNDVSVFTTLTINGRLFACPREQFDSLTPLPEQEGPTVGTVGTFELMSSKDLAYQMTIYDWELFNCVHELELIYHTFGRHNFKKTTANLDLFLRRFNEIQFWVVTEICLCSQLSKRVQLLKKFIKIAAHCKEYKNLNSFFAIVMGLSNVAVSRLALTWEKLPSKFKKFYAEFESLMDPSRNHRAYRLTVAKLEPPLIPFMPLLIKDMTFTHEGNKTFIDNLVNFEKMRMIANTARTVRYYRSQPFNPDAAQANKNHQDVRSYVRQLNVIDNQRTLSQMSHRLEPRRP
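Nucleotide exchange monitored as fluorescence drop when BODIPY-GDP leaves Rap1B. Reaction: 100 nM EPAC2, 250 nM RAP1B-BODIPY-GDP, 50 uM GDP, room temperature, kinetic read over 30 min. Activity expressed relative to 6.5 mM cAMP.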
ATXN2 expr inh: Primary qHTS for Inhibitors of ATXN expression | Potency, µM (titrated, usually from 57 µM), without a hit: at the top dose activity change, negative = inhibition, usual class: inhibitors | AID 1745845, 2022 | 360,000 compounds, 0.72% hits | HEK-293 ATXN2-luciferase reporter, luminescence, 24 h; further: potency means the concentration at half of the fitted maximal effect; on the % scale 0 is the no-effect control and ±100 the full control effect; nearly all actives have a fitted effect of over 55% in size
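ATXN2-luciferase reporter cells (luciferase flanked by upstream and downstream ATXN2 gene portions) were treated 24 h at 37 °C with compounds at up to 57 uM. SteadyGlo luminescence gave expression; GF-AFC fluorescence gave viability.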
IL2 activator: qHTS of IL-2 Activators | IL-2 activation reporter assay, cell-based qHTS; stimulated with anti-CD3/CD4/CD28 beads; in transgenic mouse T cells | activation, % (series mostly up to about 46 µM) | 360,000 compounds, 0.065% hits | AID 652025, 2013; in the data active means activation above about 50%; inconclusive means mostly about 30% to 49%; further: 0% is about no effect
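Quantitative HTS in unstimulated transgenic mouse T cells, with memory T cells as non-tolerant control and PMA/ionomycin as tolerance-bypass control. Compound pretreatment lasted 60 minutes before 18 h bead stimulation; EGFP/DsRed fluorescence read.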
TGFb SMAD3 inh: qHTS for Inhibitors of TGF-b | HepG2 CAGA-GFP TGF-b/SMAD3 reporter, GFP fluorescence, 18 h; TGF-beta stimulated, 500 pg/mL final | 410,000 compounds, 1.2% hits | AID 588855, 2011 | Potency, µM (top dose mostly 46.1 µM), without a hit: top-dose activity, negative = inhibition, most hits filed as inhibitors; further: potency means the concentration at half of the fitted maximal effect; on the % scale 0 is the no-effect control and ±100 the full control effect; nearly all actives have a fitted effect of over 65% in size
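TGF-beta reporter screen: HEPG2 CAGA-GFP, 1% FBS, 500 pg/mL TGF-beta final, 18 h; per-cell GFP summed per well; curves fitted and categorized by class.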
A549 tox: Nrf2 qHTS screen for inhibitors: counterscreen for cytotoxicity; A549 ARE-Fluc cells, CellTiter-Fluor viability, 18-24 h; Potency, µM (top dose mostly 46 µM), for the others: at the top dose activity change, negative = cytotoxicity, actives largely listed as inhibitors; 390,000 compounds, 0.16% hits; further: potency means the concentration at half of the fitted maximal effect; on the % scale 0 is the no-effect control and ±100 the full control effect
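Cytotoxicity counterscreen: CellTiter-Fluor fluorescence was measured in A549 ARE_Fluc cells after 18-24 h of compound exposure in a concentration series. The subsequent BugLite luminescent read reports ARE-luciferase activity.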
An asterisk follows results filed as active; i = inactive; u = inconclusive; x = no result given; & = joins results of further samples; [ ] = another dose, or the depositor's remark. Unless noted, the call rests on the fitted dose curve; in most records, active means well fitted curve in the direction sought with a large enough effect; inconclusive means small, poorly fitted or top-dose-only effect, or another doubt; inactive means no such curve, though single readings can be large; an effect the other way counts as inactive or inconclusive. Compounds as they come (roughly 4.3% active in at least one column).

SMILES	S2 tox	HepG2 viability	Nrf2 ARE act	Nrf2 inh	EPAC2 agonist	ATXN2 expr inh	IL2 activator	TGFb SMAD3 inh	A549 tox
COc1ccc(Cl)cc1N1CC(c2nc3ccccc3[nH]2)CC1=O (configuration not stated)	i	-32%	-0.1%	2%	1%	0%	-1.7	6%	-2%
Cc1ccc(S(=O)(=O)N(C)c2ccc(OCC(=O)OCc3cccc(Br)c3)cc2)cc1	i	10%	0.1%	6%	5%	10%	-0.3	-1%	1%
Cc1cnc(C(=O)OCC(=O)N2CCC(C)CC2)cn1	i	9%	-0.9%	2%	-3%	-6%	1.7	2%	3%
COc1ccc(N2CCN(Cc3nc4c(c(=O)n(C)c(=O)n4C)n3C(C)C)CC2)cc1	i	-7%	0.0%	x	x	-8%	x	-15%	-1%
CN(CC(=O)Nc1ccc(F)c(F)c1F)C(=O)C1=COCCO1	i	-10%	2.1%	4%	2%	-2%	1.3	-1%	-2%
Cn1c(N)c(C(=O)CSc2nnnn2-c2ccccc2)c(=O)n(C)c1=O	i	-5%	-1.7%	11%	-5%	9%	0.3	-16%	1%
Cc1ccccc1SCC(=O)OCC(=O)NCCNC(=O)COC(=O)CSc1ccccc1C	i	14%	0.2%	4%	1%	35%	0.3	2%	2%
CCOC(=O)c1ccc(N2CCN(c3ccccc3F)CC2)c(NC(=O)Nc2cccc(OC)c2)c1	i	-13%	2.4%	-12%	3%	-7%	0.5	-14%	-1%
COc1ccc(NC(=O)NNC(=O)c2cc3ccccc3cc2O)cc1	i	3%	0.1%	1%	4%	4%	-3.5	-1%	0%
CCn1c(=O)c2sccc2n2c(CCCC(=O)N3CCN(c4ccccc4OC)CC3)nnc12	x	-20%	0.7%	-24%	x	x	x	u	0%
COC(=O)C(CCSC)NC(=O)c1cc2c(n(-c3ccccc3)c1=O)CC(C)(C)CC2=O (configuration not stated)	i	4%&-8%	0.4%&-0.1%	4%&10%	2%	4%&-18%	-0.5	-1%&-5%	-5%&5%
CC(C)c1ccc(NC(=O)CN2C(=O)COc3ccc(S(=O)(=O)Nc4ccccc4)cc32)cc1	i	-32%	3.5%	-23%	x	7%	x	1%	u
O=C(O)C(C(=O)Oc1ccccc1)C(C(=O)O)C(=O)Oc1ccccc1 (configuration not stated)	i	6%	0.3%	7%	-2%	-5%	0.3	3%	-2%
COc1ccccc1-n1c(SCC(=O)Nc2cc(C)on2)nc2c(c1=O)SCC2	i	7%	0.5%	7%	-4%	18%	0.3	3%	-1%
COc1cccc(CN2CCN(CCc3ccccc3)C(CCO)C2)c1OC (configuration not stated)	i	-5%	-0.1%	8%	2%	-12%	0.7	-10%	0%
CC(C)OCCCNC(=O)c1ccncc1	i	1%	0.4%	-14%	-2%	-2%	-0.9	-2%	0%
Cc1ccc(C(=O)N/C(=C\c2cccs2)C(=O)NCCc2ccccn2)cc1C	i	-31%	0.0%	u	13%	-11%[11.3 µM]	0.4	-5%	5%
CCCNC(=O)c1ccc(N2CCC3(CC2)CC(c2cccc(Br)c2)=NO3)c(NC(=O)c2ccccc2)c1	i	-10%	-0.4%	-20%	0%	-12%	0.5	-3%	-20%
CNc1ccc(-c2cccc(C#N)c2)cn1	u	10%	11%	x	5%	3%	0.0	-8%	x
CC12CCCC(CC(=O)O)(C1)NC(=O)C2 (configuration not stated)	i	-27%	-0.7%	4%	2%	-3%	0.9	-7%	13%
O=C(COC(=O)c1ccc(Cl)cc1O)Nc1cccnc1Cl	i	-11%	18%	-2%	-6%	-15%[11.3 µM]	0.5	5%	16%
CC1(C(=O)Nc2cccc(Oc3ccccc3)c2)CCN1Cc1ccccc1Cl (configuration not stated)	i	-23%	3.9%	x	19%	1%	-0.2	-18%	x
O=C(O)c1ccc(N2C(=O)c3ccccc3C2=O)cc1[N+](=O)[O-]	i	-21%	0.2%	x	9%	x	-3.8	-6%	x
COc1ccc(OC)c(S(=O)(=O)N2CCN(Cc3ccccc3)CC2)c1	i	8%	0.2%	3%	-1%	x	1.4	-8%	2%
CC/C(=N\O)c1c(O)c2c(n(-c3ccccc3)c1=O)CCCC2	i	-4%	0.7%	4%	7%	-13%	0.3	-26%	-2%
CN(Cc1ccccc1)c1ccc(C(CC(N)=O)NC(=O)c2ccccc2)cc1[N+](=O)[O-] (configuration not stated)	u	-13%	-0.5%	10µM*	6%	u	-2.4	-16%	u
Fc1cccc(/C=N/N=C/c2cccc(F)c2)c1	i	-11%	-0.2%	4%	-8%	12%	-0.5	-2%	-5%
COc1cccc(-c2cccc3c2NC(=O)C3(C)Cc2cccc(F)c2)c1 (configuration not stated)	i	-8%	-0.2%	x	5%	-35%	-0.7	u	x
Nc1nnc(SCC(=O)Nc2cccc(S(=O)(=O)N3CCOCC3)c2)s1	u	-20%	-0.5%	-3%	-4%	-3%	2.1	u	-2%
Cc1ccccc1C(=O)Nc1ccc(C(=O)N/N=C/c2ccccn2)cc1	i	-17%	-0.6%	-4%	11%	2%	-0.3	4%	1%
Clc1ccc(OCCCc2nc(-c3ccncc3)no2)c(Cl)c1	i	-18%	-0.3%	-16%	10%	-9%	1.3	10%	-5%
CC1CCc2c(sc(NC(=O)COc3ccccc3)c2C(=O)Nc2ccccc2Cl)C1 (configuration not stated)	i	28%	-0.4%	1%	x	9%	x	7%	-5%
COc1cc2ccccc2cc1C(=O)N/N=C/c1cccnc1	u	5%	-0.6%	5%	4%	x	-0.8	-17%	7%
Cc1cc(C)c(S(=O)(=O)Nc2ccc3[nH]c(=O)[nH]c3c2)c(C)c1	i	-12%	0.5%	u	-4%	5%	0.7	-26%	-4%
COc1ccc(-c2cc(C(C)=O)c(C)n2CCC(=O)Nc2cc(C)ccc2OC)cc1	x	-16%	23%	x	x	x	x	-31%	1%
O=C(CN1C(=O)NC2(CCCC2)C1=O)Nc1ccc(OC(F)(F)F)cc1	i	-8%	0.6%	-4%	-8%	-1%	-0.4	-3%	-6%
CCCCOC(=O)c1ccc(Nc2ncnc3c2cnn3-c2cccc(C)c2)cc1	i	-5%	-1.2%	x	x	5%	x	5%	11%
COc1ccc(Br)cc1C1CC(=O)N2CN(Cc3ccccc3)CSC2=C1C#N (configuration not stated)	i	-23%	0.7%	0%	10%	0%	-1.7	-19%	0%
O=C(O/N=C(\c1ccccc1)c1ccccn1)c1cccc2ccccc12	i	27%	-0.3%[9.22 µM]	4%	3%	4%	0.4	5%	-2%
Cc1ccc(NC(CNS(=O)(=O)c2ccc(Cl)cc2)c2ccccc2)cc1 (configuration not stated)	i	-83%&-83%	-0.1%&4.4%	u	1%	u	-3.9	u	u
CC(=O)c1ccc(OCC(O)CN2CCCC(C)C2)cc1 (configuration not stated)	i	-14%	3.1%	11%	2%	2%	-2.0	10%	2%
COc1ccc(/C(N)=N/OC(=O)CCCN2C(=O)c3ccccc3C2=O)cc1OC	i	20%	0.3%	4%	10%	u	1.7	50%[activator]	1%
Cc1nc2sc3c(NCc4ccco4)ncnc3c2c2c1COC(C)(C)C2	i	-20%	0.2%	u	-1%	-5%	-0.3	-7%	-13%
Cc1cc(C)c2c(CN3CCN(CCO)CC3)cc(=O)oc2c1	i	-19%	-0.1%	10%	0%	-5%	2.8	-22%	4%
Cc1ccc(S(=O)(=O)CC(=O)Nc2nc(C(C)(C)C)cs2)cc1	i	-6%	-0.2%	u	-4%	-5%	-1.2	-22%	-15%
O=C(Nc1ccc(F)c(Cl)c1)c1cc(C2CCCN(C(=O)CCc3ccccc3)C2)on1 (configuration not stated)	u	-26%	7.1%	x	9%	0%	-0.7	-16%	x
CC1(C)CN(c2cccc(Br)c2)C1=O	i	-6%	0.0%	1%	-1%	14%	0.5	-3%	5%
Nc1nnc(SCc2coc(-c3ccc(Cl)cc3)n2)s1	i	-22%	6.3%	x	-5%	29%	0.3	-28%	-3%
COc1ccccc1N1CCN(/N=C/c2cc(OC)c(O)c(OC)c2)CC1	i	1%	3.7%	17%	-3%	31%	-1.1	3%	-1%
CCOCCCn1cnc2c(c1=O)c1nc3ccccc3nc1n2-c1ccccc1	i	-8%	-0.1%	-16%	-2%	-14%	-1.5	23%	-16%
O=C(Cn1c(=O)[nH]c2ccccc2c1=O)Nc1ccc2c(c1)OCO2	i	6%	9.4%	12%	3%	9%	-2.4	-20%	-2%
COc1ccc(C(C(=O)NCC2CCCO2)N(C(=O)c2snc(C(N)=O)c2N)c2ccccc2)cc1OC (configuration not stated)	i	7%	-0.4%	4%	8%	-1%	-1.3	2%	2%
O=C(NCCc1ccccc1)c1[nH]c(C(F)(F)F)nc1-c1ccccc1	i	1%	3.6%	x	4%	8%	-0.3	-14%	x

Record cards (already shown). Order of values: S2 tox, HepG2 viability, Nrf2 ARE act, Nrf2 inh, EPAC2 agonist, ATXN2 expr inh, IL2 activator, TGFb SMAD3 inh, A549 tox
CC(C)c1ccc(NC(=O)CN2C(=O)COc3ccc(S(=O)(=O)Nc4ccccc4)cc32)cc1 as listed: i, -32%, 3.5%, -23%, x, 7%, x, 1%, u
Cc1cc(C)c(S(=O)(=O)Nc2ccc3[nH]c(=O)[nH]c3c2)c(C)c1 as listed: i, -12%, 0.5%, u, -4%, 5%, 0.7, -26%, -4%
COC(=O)C(CCSC)NC(=O)c1cc2c(n(-c3ccccc3)c1=O)CC(C)(C)CC2=O (configuration not stated) as listed: i, 4%&-8%, 0.4%&-0.1%, 4%&10%, 2%, 4%&-18%, -0.5, -1%&-5%, -5%&5%
